NadD block: inhibitors of Staphylococcus aureus NadD; AID 602399; 0.78% of 360,000 active; inhibition, % at 20 µM; purified NadD enzyme, colorimetric absorbance read-out; in the data active = inhibition above about 26%; note: some compounds past the cut are filed as inactive
Scp1 inh: blocks human Scp-1 phosphatase activity; 0.88% of 340,000 active; inhibition, % at 20 µM; AID 493091; Q9GZU7; Recombinant Scp1, phosphopeptide, malachite green phosphate absorbance;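 active = inhibition above about 50% at 20 µM, limit read from the data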;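 note: plate controls were DMSO wells with enzyme for no effect and wells lacking enzyme for full effect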
Target sequence (Q9GZU7 76-261 limits assumed): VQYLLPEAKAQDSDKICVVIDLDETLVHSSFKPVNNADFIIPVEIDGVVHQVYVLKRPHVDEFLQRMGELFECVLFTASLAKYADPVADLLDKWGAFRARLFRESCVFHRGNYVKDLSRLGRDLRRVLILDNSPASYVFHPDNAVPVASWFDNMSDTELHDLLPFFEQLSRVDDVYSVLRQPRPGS
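System: SCP-1 catalytic domain; Reagent: Phospho 17-mer peptide substrate; Doses: one concentration, 20 µM, with 1.0% DMSO; Incubation: 45 min room-temperature reaction, 5 min colour, 30 min stabiliser; Signal: Phosphate-binding colour reagent, absorbance read at 630 nm.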
Rin1 Abl inh: human Rin1-Abl interaction inhibition; inhibition, % at 7.35 µM; P00519+Q13671; TR-FRET Rin1/Abl binding, biochemical; 0.4% of 360,000 active; in the data active = inhibition above about 5%, passing the limit was not always enough
CSN inh: blocks human CSN-mediated cullin deneddylation | inhibition, % at 12.5 µM | 0.38% of 360,000 active | Q92905 | Purified CSN, SCF-Nedd8-OG deneddylation, fluorescence polarization;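 active = pattern-corrected inhibition above about 35%, with an unprinted fluorescence ratio check between 0.5 and 1.5, limit read from the data, passing the limit was not always enough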;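 note: 0% = enzyme with substrate and 100% = substrate without enzyme; some results filed as inactive read as strong as hits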
Target sequence (Q92905 whole entry, looked up, one chain of several): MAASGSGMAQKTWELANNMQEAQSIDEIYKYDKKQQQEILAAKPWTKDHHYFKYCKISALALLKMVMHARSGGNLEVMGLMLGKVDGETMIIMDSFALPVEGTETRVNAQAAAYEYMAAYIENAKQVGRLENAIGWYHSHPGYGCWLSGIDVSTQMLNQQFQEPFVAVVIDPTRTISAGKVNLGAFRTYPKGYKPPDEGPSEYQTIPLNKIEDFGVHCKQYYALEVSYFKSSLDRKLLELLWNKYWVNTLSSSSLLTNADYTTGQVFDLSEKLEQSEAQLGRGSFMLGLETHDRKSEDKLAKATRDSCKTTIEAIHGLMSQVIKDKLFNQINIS
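Assay system: purified human Csn5 enzyme expressed in HEK293T cells; Input: 0.24 nM Csn5 enzyme, final concentration; Reagent: 10 nM SCFSkp2-Nedd8OG; Compound dosing: 12.5 µM single point; Times: reaction 90 min, room temperature; Technique: fluorescence polarization readout.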
STEP inh: inhibitors of human striatal-enriched phosphatase STEP; P54829; recombinant STEP, OMFP fluorogenic substrate, fluorescence; inhibition, % at 20 µM; 0.25% of 360,000 active; AID 588621;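 active = inhibition at 20 µM, scaled per plate between control wells, above about 37%, limit read from the data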;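 note: 0% = DMSO with enzyme and substrate and 100% = substrate only without enzyme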
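material = STEP tyrosine phosphatase | reagent = fluorogenic phosphatase substrate OMFP at 25 µM final | doses = single compound dose of 20 µM, 1% DMSO final | schedule = 20 min reaction, room temperature, in the dark | measured by = fluorescence, 480/540 nm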
DNMT1 inh: inhibitors of human DNMT1 | P26358 | 0.83% of 360,000 active | inhibition (reported as % activation of signal), % at 10 µM | DNMT1 molecular beacon, Hinp1I cleavage, fluorescence; in the data active = inhibition above about 50%
Rpn11 inh: inhibitors of human proteasome Rpn11. O00487. human 26S proteasome, Ub4-pepOG fluorescence polarization; 20S core pre-blocked with epoxomicin. calls only at 20 µM. 0.59% of 360,000 active;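 active = inhibition at 20 µM, scaled to each plate's controls, above about 33%, limit read from the data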
Target sequence (O00487 whole entry, looked up): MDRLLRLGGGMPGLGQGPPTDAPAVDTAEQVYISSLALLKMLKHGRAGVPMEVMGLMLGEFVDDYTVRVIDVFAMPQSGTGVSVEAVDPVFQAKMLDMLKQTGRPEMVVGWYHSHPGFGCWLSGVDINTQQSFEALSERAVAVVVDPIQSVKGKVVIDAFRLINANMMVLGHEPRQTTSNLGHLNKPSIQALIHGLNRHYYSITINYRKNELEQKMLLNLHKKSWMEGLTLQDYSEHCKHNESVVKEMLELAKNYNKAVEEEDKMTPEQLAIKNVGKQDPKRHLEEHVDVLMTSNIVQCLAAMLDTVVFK
LMPTP inh: blocks human LMPTP phosphatase. P24666. recombinant LMPTP-A, OMFP fluorogenic substrate, fluorescence intensity. inhibition, % at 20 µM. 0.22% of 360,000 active;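 active = compounds that cut the enzyme signal by at least half of the control window in the single-dose screen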;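 note: plate controls were DMSO wells with enzyme plus substrate for no effect and substrate without enzyme for full effect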
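Test system: LMPTP-A phosphatase enzyme. Amount: LMPTP-A at 0.625 nM final in the reaction. Reagent: OMFP substrate, 400 µM final. Times: 50 min at room temperature. Signal: endpoint fluorescence intensity from OMFP dephosphorylation. Read-out basis: % inhibition. Benchmarks: no-enzyme and uninhibited controls.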
Neddyl block: cullin neddylation inhibition | TR-FRET cullin neddylation, biochemical | calls only at 25 µM | 0.58% of 360,000 active; in the data active = inhibition above about 36%
SUMO1 PPI mod: alters human SUMO1 binding to SIM partners; AID 602429; SUMO1 binding to a labelled peptide, TR-FRET, 1 h; 0.33% of 360,000 active; inhibition, % at 20 µM; in the data active = inhibition above about 37%
Target sequence (P63165 whole entry, looked up): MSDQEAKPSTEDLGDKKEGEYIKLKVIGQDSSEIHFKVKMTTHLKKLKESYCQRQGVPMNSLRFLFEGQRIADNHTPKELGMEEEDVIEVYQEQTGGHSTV
Starred values were filed as active, the others as inactive; i = inactive; x = no result given.

SMILES	NadD block	Scp1 inh	Rin1 Abl inh	CSN inh	STEP inh	DNMT1 inh	Rpn11 inh	LMPTP inh	Neddyl block	SUMO1 PPI mod
COc1ccc(NC(=O)COC(=O)COc2ccc(Br)cc2)cc1	-4.2	-3.5	1.8	9.1	-1.0	-1.2	i	1.0	i	3.8
Fc1cccc(CSc2ccc(-c3ccco3)nn2)c1	-3.9	-6.5	-0.5	0.1	16.5	-1.7	i	0.1	i	-6.9
O=C(Nc1ccc(OC(F)F)c(Cl)c1)[C@@H]1CCCN1C(=O)c1cccs1	1.0	-3.7	-2.8	-5.3	-6.5	1.8	i	-0.6	i	-2.4
CCOC(=O)c1[nH]c(=O)[nH]c1CNc1ccccc1C#N	-2.9	-7.3	-1.0	2.5	1.6	1.8	i	1.8	i	3.0
COc1ccc(NC(=O)NC2CCN(C(C)C)CC2)c(OC)c1	-10.6	-3.4	2.5	-9.6	1.1	-1.4	i	0.4	i	0.9
Cc1ccccc1N(CC(=O)NCc1ccco1)C(=O)CCC(=O)Nc1nccs1	0.8	-7.0	-2.6	0.1	-1.0	-0.2	i	-0.6	i	5.7
O=C(CCC(=O)c1ccccc1)Nc1ccc(C(=O)O)cc1	-0.9	11.0	-1.8	0.9	0.7	5.4	i	-0.3	i	6.5
OCCNc1nc(N2CCN(c3ccccc3)CC2)nc2ccccc12	-2.6	-5.1	-2.1	-3.2	-0.1	-0.1	i	6.3	i	7.7
COC(=O)[C@H](Cc1ccccc1)NC(=O)NCCc1ccccc1F	1.2	-12.8	-0.4	-1.6	1.0	0.8	i	-0.8	i	3.5
C=Cc1ccc(Cn2c(C)c(C(=O)NCc3cccc([N+](=O)[O-])c3)sc2=O)cc1	-1.3	x	-1.6	-2.1	3.1	-6.5	i	1.8	i	-6.8
COc1ccc([C@H]2CC(=O)C=C(/C=C/c3ccc(C(F)(F)F)cc3)C2)cc1	1.6	-7.1	-1.5	-2.1	8.6	6.4	i	3.1	i	-5.5
Cc1ccccc1NC(=O)CN1C(=O)NC2(CCCCCCC2)C1=O	2.4	-5.7	-0.9	5.1	-0.9	2.2	i	0.2	i	2.5
COc1ccc(N(C)S(=O)(=O)c2c(C)noc2C)c(OC)c1	-2.0	1.2	3.1	0.0	0.6	-2.1	i	-0.5	i	2.7
CC1CCCC(C)N1CCCNC(=O)c1ccc2nc(N3CCCCC3)sc2c1 (stereo not drawn)	-6.6	-4.5	0.0	1.4	-3.8	-2.0	i	-1.5	i	-4.9
COc1ccc(NC(=O)CSc2nc(=O)n(CCN3CCOCC3)c3c2CCC3)cc1	-4.0	1.0	1.1	-5.0	-5.2	0.2	i	-0.8	i	5.3
COc1ccc(NC(=O)Cn2c(=O)cnc3ccccc32)cc1S(=O)(=O)N1CCCCC1	-2.1	-3.8	-0.4	-1.9	-5.0	-3.2	i	-1.4	i	4.4
CCn1c(-c2nn(-c3ccc(C)cc3)ccc2=O)n[nH]c1=S	0.8	5.0	-2.6	4.7	-1.4	-0.5	i	-0.1	i	4.6
CCn1c(O)c(C=NCCN2CCOCC2)sc1=S	-0.6	-8.9	-0.6	-1.3	-6.0	1.8	i	-2.1	i	-13.4
COc1cccc(NC(=O)Nc2nccc(C)n2)c1	-2.8	-3.9	1.1	-1.5	1.4	3.9	i	-0.2	i	0.1
O=CN/N=C/c1c(O)ccc2ccccc12	-2.7	-8.5	-3.4	-14.6	-5.0	11.5	i	-1.6	i	-19.8
O=C(N/N=C/c1cccnc1)c1ccc([N+](=O)[O-])cc1	-0.6	-5.7	-4.2	-1.2	-3.7	2.0	i	-2.8	i	-26.6
COc1cccc(C(=O)OCn2nnc3ccccc3c2=O)c1OC	0.1	-11.2	-2.6	-2.1	2.0	2.1	i	-0.4	i	-4.2
Cc1cccc(C(CC(=O)NCCc2ccccc2)c2ccccc2)c1O (stereo not drawn)	-8.6	-3.4	2.7	-0.2	-0.4	-3.7	i	0.0	i	-3.5
COc1ccc(/C=N/NS(C)(=O)=O)c(OC)c1	2.7	0.0	-4.5	-10.1	-1.0	3.3	i	-0.1	i	-2.7
COc1ccccc1N1CCN(C(=O)c2cccc(N3C(=O)C4C5C=CC(C5)C4C3=O)c2)CC1 (stereo not drawn)	0.9	-8.2	-0.4	2.3	1.2	0.1	i	-1.0	i	1.2

Results in Rin1 Abl inh, DNMT1 inh and NadD block, for two of the compounds above:
Compound | Rin1 Abl inh | DNMT1 inh | NadD block
CC1CCCC(C)N1CCCNC(=O)c1ccc2nc(N3CCCCC3)sc2c1 (stereo not drawn) | 0.0 | -2.0 | -6.6
COc1ccc(NC(=O)CSc2nc(=O)n(CCN3CCOCC3)c3c2CCC3)cc1 | 1.1 | 0.2 | -4.0

Going on with the list.
SMILES	NadD block	Scp1 inh	Rin1 Abl inh	CSN inh	STEP inh	DNMT1 inh	Rpn11 inh	LMPTP inh	Neddyl block	SUMO1 PPI mod
Cc1ccc(C)c(NC(=O)CN(C)C(=O)CSCc2c(C)noc2C)c1	2.7	-3.4	0.1	3.4	-3.4	0.5	i	0.6	i	2.0
O=C(COC(=O)/C=C/c1ccc(F)cc1)NC1CCCC1	0.9	4.4	-2.2	-0.3	1.9	-0.3	i	-0.1	i	-5.9
C[C@@H]1CN(S(=O)C(C)(C)C)[C@H](CCO)/C1=C\c1ccccc1 (stereo partly drawn)	3.5	-8.3	-4.9	0.6	1.2	1.2	i	-1.1	i	-0.9
CCOC(=O)c1sc(=S)n(-c2ccc(OC)cc2)c1C	-2.8	-6.6	-0.8	-6.9	-0.1	-5.2	i	-0.2	i	-25.5
Oc1ccc(N2CCN(C(=S)NCCc3ccccc3)CC2)cc1	-3.9	-7.4	-0.2	3.3	1.9	-9.0	i	1.0	i	-1.0
COc1ccc(CCNC(=O)CS(=O)Cc2nc(-c3ccccc3Cl)oc2C)cc1OC (stereo not drawn)	2.4	0.2	1.1	2.0	7.1	-2.4	i	-0.6	i	-2.6
O=C(NCCCNc1ccc(C(F)(F)F)cc1[N+](=O)[O-])c1cc(F)c(F)cc1Cl	-10.1	-13.4	2.8	1.8	5.0	1.3	i	2.5	i	-18.2
Cc1nc(SCC(O)CCl)c([N+](=O)[O-])[nH]1 (stereo not drawn)	-1.3	-5.2	0.2	3.9	-4.3	0.6	i	-1.8	i	-9.3
Cc1ccc([C@H]2N[C@]3(CCCN(Cc4ccc(Br)cc4)C3=O)[C@H]3C(=O)N(C)C(=O)[C@@H]23)cc1	6.3	x	0.9	-2.8	-1.3	-22.2	i	-0.9	i	10.8
Nc1ccccc1C(=O)NC(=O)Nc1ccc(Oc2ncc(Br)cn2)c(Cl)c1	9.8	-2.8	4.7	-5.2	-3.4	9.9	i	1.9	x	0.9
CN(CC(=O)NCCc1ccc(S(N)(=O)=O)cc1)c1ccccc1	-3.5	-4.1	2.9	-7.0	0.2	0.7	i	-0.1	i	7.4
Cc1ccc(C)c(NC(=S)N(Cc2ccco2)C(C)c2cccs2)c1 (stereo not drawn)	-7.7	-10.6	-3.5	-2.6	-2.1	-0.1	i	0.1	i	-3.0
COc1ccccc1CNC(=O)CCNS(=O)(=O)c1cccc2nonc12	-3.0	-3.4	0.4	2.3	1.2	0.4	i	0.5	i	-26.9
COc1ccccc1CNS(=O)(=O)c1c(C(=O)N2CCCCC2)c(C)n(C)c1C	-8.3	-6.3	2.4	-4.2	-2.4	1.0	i	-0.3	i	-1.7
CCN(Cc1ccc(C#CCCO)cc1)CC1CCCN(CCc2cccc(F)c2)C1 (stereo not drawn)	-7.3	-2.0	0.5	1.2	-3.1	3.6	i	1.5	i	3.7
Cc1cc(C)cc(NC(=O)c2sc3nc(C)cc(C)c3c2N)c1	6.6	3.8	1.4	-0.8	-1.1	-1.8	i	-1.8	i	-12.3
COCCN1C(=O)c2ccccc2C(C(=O)NCc2ccco2)C1c1c[nH]c2ccccc12 (stereo not drawn)	4.7	-3.1	-1.6	-4.3	0.0	-5.6	i	0.9	i	-3.2
CN(C(=O)C1CCC(=O)N(CCc2ccc(Cl)cc2)C1)C1CCOCC1 (stereo not drawn)	3.8	18.5	-2.5	-0.5	-1.9	1.6	i	-1.1	i	-2.8
O=C(NCCCCCCNC(=O)N1CCCCCC1)N1CCCCCC1	0.3	-10.8	1.8	-2.7	-2.3	-2.3	i	-0.1	i	-0.5
S=C(N/N=C/c1ccc2ncccc2c1)Nc1cccnc1	1.7	-3.4	-1.0	8.9	-1.4	3.5	i	2.4	i	-11.2
COc1ccc(-n2nc3c(c2NC(=O)c2cc(Br)ccc2Cl)CS(=O)C3)cc1 (stereo not drawn)	5.4	31.7	3.5	5.9	0.9	4.0	i	0.4	i	3.4
CCCSc1ccc([C@@H]2[C@@H]3C(=O)N(C)C(=O)[C@@H]3[C@]3(C(=O)OC)CCCCN23)cc1OC	0.9	-3.0	3.0	-0.5	0.6	2.5	i	-0.7	i	4.5
CCc1cc2c(=O)n(CC(=O)NCCc3ccc(OC)c(OC)c3)cnc2s1	1.6	-1.9	0.5	-6.4	-0.8	-2.1	i	0.3	i	-4.3
N#CC1(CCCN2CCCCC2)c2ccccc2CCc2ccccc21	3.4	-4.3	5.2	0.5	-1.2	-7.2	i	-0.7	i	-3.3
Cc1ccc(S(=O)(=O)n2cnc3ccccc32)cc1	-6.4	-8.4	1.1	-1.5	-5.6	-2.6	i	-2.0	i	-2.1

Continued, overlapping the part above by 2 compounds.
SMILES	NadD block	Scp1 inh	Rin1 Abl inh	CSN inh	STEP inh	DNMT1 inh	Rpn11 inh	LMPTP inh	Neddyl block	SUMO1 PPI mod
N#CC1(CCCN2CCCCC2)c2ccccc2CCc2ccccc21	3.4	-4.3	5.2	0.5	-1.2	-7.2	i	-0.7	i	-3.3
Cc1ccc(S(=O)(=O)n2cnc3ccccc32)cc1	-6.4	-8.4	1.1	-1.5	-5.6	-2.6	i	-2.0	i	-2.1
CC(C)(C)c1cc(NC(=O)COC(=O)C2CC2)n(-c2ccccc2)n1	-2.7	-6.1	3.4	5.8	-1.6	0.6	i	-1.2	i	1.1
N#Cc1c(NC(=O)/C=C/c2ccco2)sc2c1CCCC2	9.7	5.5	-0.2	13.3	1.2	7.0	i	1.0	i	-4.0
COc1cccc(CN(C)Cc2nc3cc(C(F)(F)F)ccc3c(=O)[nH]2)c1	-1.0	2.5	1.3	-1.5	-0.2	7.0	i	4.9	i	-0.3
COCCNC(=O)c1cccc(OC2CCN(Cc3ccccc3OCCO)CC2)c1	-4.5	-2.4	2.5	3.2	-2.3	-0.8	i	-1.0	i	-5.8
c1ccc(-n2c(-c3cccs3)nc3nc4ccccc4nc32)cc1	4.0	-6.8	0.3	5.0	-2.3	39.0	i	4.0	x	-2.7
COc1ccccc1C(=O)Nc1c(C(=O)N(CCN(C)C)Cc2ccco2)oc2ccccc12	-4.7	-6.8	1.0	-4.9	0.0	-3.2	i	-0.1	i	-9.0
